Screening data (PubChem)
PAFAH1B2 inh = PAFAH1B2 enzyme inhibitors, primary screen, biochemical, fluorescence polarization, human. inhibition, % at 3.39 µM. recombinant PAFAH1B2, FP-rhodamine activity probe. 1.2% of 340,000 active. AID 492953, 2010;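 active means inhibition above the mean of all tested compounds plus 3 SD, cut at about 24% in these data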;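 further: 0% = enzyme with DMSO and 100% = wells lacking PAFAH1B2; many of its hits are not listed in these tables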
Target sequence (P68402 whole entry, looked up): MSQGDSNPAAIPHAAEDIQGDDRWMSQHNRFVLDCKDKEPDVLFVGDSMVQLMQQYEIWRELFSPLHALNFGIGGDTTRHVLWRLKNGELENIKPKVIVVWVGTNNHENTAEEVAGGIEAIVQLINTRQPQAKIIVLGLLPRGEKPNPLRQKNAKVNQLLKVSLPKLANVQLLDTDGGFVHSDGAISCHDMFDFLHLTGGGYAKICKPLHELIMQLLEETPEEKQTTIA
PAFAH2 FP inh = PAFAH2 enzyme inhibitors, primary screen, biochemical, fluorescence polarization, human. recombinant PAFAH2, FP-rhodamine activity probe. inhibition, % at 3.39 µM. 0.99% of 340,000 active;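 active means inhibition above the mean over all tested compounds plus 3 SD, cut at about 30% in these data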;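 further: inhibitors block probe labeling of enzyme so polarization drops; 0% = enzyme with DMSO and 100% = wells lacking PAFAH2 protein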
pPAFAH inh = pPAFAH enzyme inhibitors, primary screen, biochemical, fluorescence polarization, human | Platelet-activating factor acetylhydrolase (Homo sapiens), Q13093 | recombinant pPAFAH, FP-rhodamine probe fluorescence polarization | inhibition, % at 3.39 µM | 1.5% of 330,000 active;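 active means inhibition above the mean inhibition across the screen plus 3 SD, cut at about 25% in these data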;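 further: inhibitors block binding of the rhodamine activity-based probe so polarization drops; 0% = enzyme with DMSO and 100% = wells lacking pPAFAH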
Target sequence (Q13093 whole entry, looked up): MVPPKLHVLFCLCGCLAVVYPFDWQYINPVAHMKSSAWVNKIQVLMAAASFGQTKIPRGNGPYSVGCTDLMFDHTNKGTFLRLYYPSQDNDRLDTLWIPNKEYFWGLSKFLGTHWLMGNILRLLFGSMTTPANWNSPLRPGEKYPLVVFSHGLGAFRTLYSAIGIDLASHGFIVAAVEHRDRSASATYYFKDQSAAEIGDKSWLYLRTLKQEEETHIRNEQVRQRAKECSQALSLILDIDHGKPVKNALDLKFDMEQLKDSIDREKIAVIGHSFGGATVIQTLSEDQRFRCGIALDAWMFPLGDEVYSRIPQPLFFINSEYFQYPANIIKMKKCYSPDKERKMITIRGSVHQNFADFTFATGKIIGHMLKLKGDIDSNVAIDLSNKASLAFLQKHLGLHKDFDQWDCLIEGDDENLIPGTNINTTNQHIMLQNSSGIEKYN
PME-1 inh = PME-1 inhibitors via competitive probe labeling, primary screen, biochemical, fluorescence polarization, FP-Rh probe, HTS. 0.53% of 320,000 active. inhibition, % at 5.9 µM. AID 2130, 2009. Protein phosphatase methylesterase 1 (Homo sapiens), Q9Y570. recombinant PME-1;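 active means inhibition above the campaign mean of all compounds plus 3 SD, cut at about 26% in these data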;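 further: competitive labeling of PME-1 active site by serine hydrolase directed probe; 0% = PME-1 with DMSO and 100% = wells lacking PME-1 enzyme; inhibitors block probe labeling so polarization falls and inhibition rises; many of its hits are not listed in these tables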
Target sequence (Q9Y570 whole entry, looked up): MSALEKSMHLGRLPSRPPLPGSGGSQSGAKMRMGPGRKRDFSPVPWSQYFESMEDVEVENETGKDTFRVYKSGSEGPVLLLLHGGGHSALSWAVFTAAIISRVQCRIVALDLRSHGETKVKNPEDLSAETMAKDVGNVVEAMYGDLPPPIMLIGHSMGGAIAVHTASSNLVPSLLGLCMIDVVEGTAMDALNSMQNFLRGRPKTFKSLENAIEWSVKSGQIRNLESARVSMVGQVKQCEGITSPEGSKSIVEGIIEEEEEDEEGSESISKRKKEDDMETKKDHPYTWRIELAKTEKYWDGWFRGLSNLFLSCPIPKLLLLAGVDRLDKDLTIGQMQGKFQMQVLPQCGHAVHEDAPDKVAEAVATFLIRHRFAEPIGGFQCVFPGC
Fam108B inh = mouse Fam108B serine hydrolase inhibitors, primary screen, counter-screen for RBBP9 inhibitor project, biochemical, fluorescence polarization; recombinant Fam108B, FP-Rh probe fluorescence polarization; inhibition, % at 9.51 µM; 0.33% of 300,000 active;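 active means inhibition above the screen mean inhibition plus 3 SD, computed separately per campaign, cut at about 18% in these data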;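 further: inhibitors lower polarization as less probe binds the enzyme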
GSTO1 counter = inhibitors of recombinant GSTO1, primary screen, counter-screen for RBBP9 inhibitor project, biochemical, fluorescence polarization; activity-based probe fluorescence polarization; inhibition, % at 5.96 µM; Glutathione S-transferase omega-1 (Homo sapiens), P78417; 1.1% of 300,000 active;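 active means inhibition above the campaign mean inhibition plus 3 SD, cut at about 35% in these data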;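 further: 0% = GSTO1-1 with DMSO and 100% = wells lacking GSTO1-1 enzyme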
LYPLA1 inh = LYPLA1 inhibitors, primary screen, counter-screen for PME1 inhibitor project, biochemical, fluorescence polarization, FP-Rh probe ABPP. inhibition, % at 5.9 µM. 0.16% of 320,000 active. Acyl-protein thioesterase 1 (Homo sapiens), O75608. recombinant LYPLA1;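 active means inhibition above the mean of all tested compounds plus 3 SD, set per campaign, cut at about 14% in these data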;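 further: inhibitors block serine hydrolase probe labeling of LYPLA1 so polarization falls; 0% = enzyme with DMSO and 100% = wells lacking LYPLA1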
PAFAH1B3 inh = PAFAH1B3 enzyme inhibitors, primary screen, biochemical, fluorescence polarization, human | Platelet-activating factor acetylhydrolase IB subunit alpha1 (Homo sapiens), Q15102 | recombinant PAFAH1B3, FP-rhodamine probe | inhibition, % at 3.39 µM | 0.28% of 340,000 active;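 active means inhibition above the screen-wide average of all tested compounds plus 3 SD, cut at about 25% in these data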;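 further: 0% = enzyme with DMSO only and 100% = wells lacking PAFAH1B3 protein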
PAD4 inh = human PAD4 inhibitors, primary screen, biochemical, fluorescence polarization, 1536-well format; 0.41% of 330,000 active; inhibition, % at 6.36 µM; AID 485272, 2010; recombinant PAD4, RCA probe fluorescence polarization; Protein-arginine deiminase type-4 (Homo sapiens), Q9UM07;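 active means percent inhibition above a cutoff equal to the mean of all tested compounds plus 3 SD, cut at about 15% in these data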;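 further: 0% = PAD4 with RCA probe and DMSO and 100% = probe without PAD4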
* = called active by the depositor; . = no result given; & = joins results of further samples. A portion of the library; count on the stated rates, not on these rows.

SMILES	PAFAH1B2 inh	PAFAH2 FP inh	pPAFAH inh	PME-1 inh	Fam108B inh	GSTO1 counter	LYPLA1 inh	PAFAH1B3 inh	PAD4 inh
COc1ccc(-c2cc(C3CCN(Cc4ccc([N+](=O)[O-])cc4)CC3)[nH]n2)cc1	.	.	-2	-3	-3	0	2	.	0
CC(=O)N1CCc2cc(S(=O)(=O)NCCC(=O)N3CCN(c4ccccn4)CC3)ccc21	1	-4	0	-1	2	6	0	9	-4
CCN1CCN(C(=S)NC(C)c2ccccc2)CC1 (centres undefined)	-5	5	0	4	-1	0	2	0	0
COC(=O)C(=Cc1ccccc1[N+](=O)[O-])C(=O)OC	1	-8	-4	6	1	5	2	-1	1
CCOc1ccc(Cn2c3ccc(OC)cc3c3nc4ccccc4nc32)cc1OC	9	2	0	-2	2	-2	0	3	-3
CC(=O)N1CCN(CCS(=O)(=O)c2cc(Cl)ccc2Cl)CC1	1	0	0	.	.	.	.	2	-1
CC(Cc1ccccc1)N1C(=O)c2cccc([N+](=O)[O-])c2C1=O (centres undefined)	5	-3	-1	2	-11	1	3	5	-1
COc1ccccc1NC(=O)C(=O)c1cn(CC(=O)N2CCOCC2)c2ccccc12	2	-2	-1	-5	-1	8	-8	9	3
COc1ccccc1NC(=O)N1CCCC1C(=O)NC12CC3CC(CC(C3)C1)C2 (centres undefined)	12	3	6	-3	-2	0	0	0	-2
COc1cc(CNCCN2CCOCC2)ccc1OCc1ccccc1Cl	0	0	-2	9	3	0	4	6	-2
CC(=O)Nc1ccc(N2N=C(C)C(N=Nc3ccccc3)C2=O)cc1 (centres undefined)	-6	-1	10	6	6	0	-5	3	-1
O=C(Nc1ccnn1C1CCN(C(=O)c2cccc(Cl)c2)CC1)C1CCOC1 (centres undefined)	-5	-6	2	2	1	-2	-2	6	3

Next part, overlapping the part above by 3 compounds.
SMILES	PAFAH1B2 inh	PAFAH2 FP inh	pPAFAH inh	PME-1 inh	Fam108B inh	GSTO1 counter	LYPLA1 inh	PAFAH1B3 inh	PAD4 inh
COc1cc(CNCCN2CCOCC2)ccc1OCc1ccccc1Cl	0	0	-2	9	3	0	4	6	-2
CC(=O)Nc1ccc(N2N=C(C)C(N=Nc3ccccc3)C2=O)cc1 (centres undefined)	-6	-1	10	6	6	0	-5	3	-1
O=C(Nc1ccnn1C1CCN(C(=O)c2cccc(Cl)c2)CC1)C1CCOC1 (centres undefined)	-5	-6	2	2	1	-2	-2	6	3
Cc1nc2ccccc2c(=O)n1NC(=O)c1c(F)cccc1F	4	-1	3	-2	2	6	3	3	-3
C=CCn1c(CCC(O)CCCCC)n[nH]c1=S (centres undefined)	-2	-2	2	-9	-1	-5	-4	5	-4
CCOC(=O)/C(=C/c1c(C)n(C)c2ccc([N+](=O)[O-])cc12)C(C)=O	-2	-6	8	-3	3	2	2	7	-1
O=C(NCCc1ccccc1)NC1CCCCC1	7	-2	1	7	0	0	1	2	0
CCOC(=O)c1cnc2ccc(C(=O)OC)cc2c1NCCN1CCOCC1	3	-2	4	1	5	7	0	4	5
Cc1ccc(OCC(=O)NC(=S)Nc2ccccn2)c(Br)c1	1	-2	-1	-7	4	3	-2	7	2
Cc1cc(C)c(OCC(=O)NCCCn2nc(C)cc2C)c(C)c1	4	-4	1	9	.	.	-2	6	0
CCOc1ccccc1NC(=O)CSc1n[nH]c(N)n1	3	4	5	0	2	-3	3	8	-3
COCC(C)n1c(SCC(=O)NNC(=O)c2ccc(F)cc2)nc2ccccc2c1=O (centres undefined)	-1	6	0	-5	3	10	0	-9	-2
C/C(=N\NC(=O)c1cc(C)[nH]n1)c1ccc(-c2ccccc2)cc1	0	1	3	-3	-2	-4	-3	6	-2
O=C(Nc1ccc(S(=O)(=O)Nc2ncccn2)cc1)c1ccc(Br)s1	0	-5	-2	-3	3	0	-2	0	-3
Cc1oc(-c2ccc(Cl)cc2)nc1CN1CCC(C(=O)NCC2CCCO2)CC1 (centres undefined)	7	3	2	-1	-2	1	-3	7	-6
O=C(COc1ccccc1F)c1ccc(O)cc1O	1	-14	2	-13	11	20	2	7	-4
CS(=O)(=O)N(CC(=O)N1CCN(c2ccccc2F)CC1)c1cccc(C(F)(F)F)c1	3	4	2	5	-2	1	-2	8	1
CCOC(=O)C1=C(c2ccccc2)N=C2SCC(=O)N2C1c1ccc(OCC)c(OCC)c1 (centres undefined)	3	-15	6	1	-3	5	-2	0	-2
CN1C[C@H](C(=O)N[C@]2(C)O[C@@]3(O)[C@@H]4CCCN4C(=O)[C@H](Cc4ccccc4)N3C2=O)CC2c3cccc4[nH]cc(c34)C[C@H]21 (some centres undefined)	-2&-3	8&-1	6&5	4&3	4&3	1&4	-1&-5	5&9	-1&0
CC(C(=O)NCCc1ccc(S(N)(=O)=O)cc1)N1C(=O)CC(C)(C)Sc2ccccc21 (centres undefined)	2	0	-2	-2	1	3	0	-1	1
Fc1ccccc1-c1nc(NC2CCCC2)c2ccccc2n1	1	0	8	-1	-1	1	-2	4	1
Cc1ccccc1C(=O)c1c[nH]c(C(=O)N2CCN(c3ccccc3F)CC2)c1	-1	-5	5	0	2	1	1	5	2
O=C(N/N=C/c1ccc(OC(=O)c2ccccc2)cc1)c1ccc(CN2CCOCC2)cc1	0	4	-1	-5	-8	1	-7	-1	4
CCC(c1ccccc1)c1nnc(NC(=O)c2ccco2)s1 (centres undefined)	.	.	1	4	-2	-14	-2	.	-3
CCCCc1ccc(-c2ccc(Br)cc2O)nc1	4	2	-1	-3	2	-4	1	4	1
COc1ccc(CCNC(=O)C(C(=O)c2ccccc2)n2ccccc2=O)cc1OC (centres undefined)	0	2	7	-4	-3	-1	3	2	-5
CN(C)c1ccc(N2C(=O)CC(Sc3ccccc3C(=O)O)C2=O)cc1 (centres undefined)	4	1	2	1	-7	9	-3	6	8
O=S(=O)(N/N=C/c1c(F)cccc1Cl)c1ccccc1	3	-6	1	-1	-1	-1	3	10	-3
Cc1noc(/C=C/N(C)C)c1S(=O)(=O)N1CCCC(C(=O)NCc2ccc(F)cc2)C1 (centres undefined)	.	.	11	-1	5	-2	-4	.	-3
CCc1cccc(NC(=O)COC(=O)c2cc([N+](=O)[O-])ccc2N2CCOCC2)c1	7	-3	11	-3	-2	3	-3	5	1
CCCn1c(SCC(=O)Nc2nnc(C(C)C)s2)nc2c1c(=O)n(C)c(=O)n2C	-2	-1	-1	6	1	15	-4	2	6
COc1cc(C(=S)N2CCC(C)CC2)ccc1O	3	0	2	5	1	-3	-2	8	3
CC1CC(CC(C)C(=O)NC(=S)Nc2ccc(S(N)(=O)=O)cc2)C(=O)O1 (centres undefined)	.	.	-1	-10	1	3	-3	.	5
O=C(CC(=O)NCc1ccc(Cl)cc1)NCc1ccc(Cl)cc1	0	-2	4	2	4	-3	4	1	-1
COc1cccc(CNC(=O)c2ccccc2NC(=O)C2=C(C)OCCS2)c1	3	4	-1	2	0	1	0	1	-5
CCc1ccccc1NC(=S)N(CCN(C)C)C(C)c1ccco1 (centres undefined)	6	15	-1	-5	0	3	-3	0	1
N/C(=N\OC(=O)CCCc1ccccc1)c1cccc([N+](=O)[O-])c1	26*	-4	1	-2	0	4	-6	4	-4
Cc1cc(C)cc(-n2cccc2/C=C2/C(=N)N3C(=NC2=O)SN=C3S(C)(=O)=O)c1	0	-18	-11	-16	-13	-33	-7	-6	-8
CCOc1ccc(OCC)c(NC(=O)C2CCN(S(=O)(=O)c3c(C)noc3C)CC2)c1	-3	3	10	7	1	8	-1	11	6
Cn1nnnc1SCC(=O)NCc1ccccc1	0	-1	6	-3	3	6	3	0	2
CCOC(=O)c1ccc(NC(=O)C(CC)CC)cc1	4	-8	0	-4	-5	2	-2	1	-3
CC1=C(C(=O)OCCCBr)C(c2ccc3c(c2)OCO3)NC(=O)N1 (centres undefined)	-5	4	43*	3	4	14	2	-1	-1
COc1cc2c(cc1OC)CN(Cc1ccc(C)cc1)CC2	10	2	3	1	-2	4	2	1	1
CCOc1ccc(Cl)cc1CNc1nnnn1CC	6	1	1	8	5	-4	-1	0	0
CCN(CC)C(=O)Sc1cccc2cccnc12	0	-1	6	3	-3	-2	-2	0	1
C=C(C)C(=O)Nc1cccc(C2=NOC3(C2)C[C@@H](C(N)=O)N(C(=O)C(=C)C)C3)c1 (some centres undefined)	4	3	-1	-5	4	0	0	14	-7
COc1ccccc1NC(=O)c1cc(N)cc(C(=O)Nc2ccccc2OC)c1	5	12	12	3	-2	1	-2	8	-3
O=C(Cn1cncn1)c1ccc(Cl)cc1	4	-11	6	-4	-1	-3	3	15	4
CCCCOc1ccc(C(=O)N2CC(C)OC(C)C2)cc1 (centres undefined)	0	-6	3	3	-1	1	-1	8	-1
COc1cc(NC(=O)c2cc(C)no2)c(OC)cc1Cl	4	-1	2	-1	-1	-5	0	9	-1
CCOc1ccc(Br)cc1C1C(C(=O)OC)=C(N)Oc2cc(N(C)C)ccc21 (centres undefined)	2	-1	8	2	-1	6	-7	6	-4
COc1cccc(CNC(=O)c2ccc(NC(=O)C3CCCO3)cc2)c1 (centres undefined)	-1	4	2	0	3	3	1	4	0
O=C(c1ccc(F)cc1)N1CCC2(CC1)NCCc1[nH]cnc12	9	4	0	-8	5	11	-2	11	0
COc1cccc(-n2ccn(CC(=O)NCCc3ccccc3)c(=O)c2=O)c1	-7	-1	-6	-4	1	6	-4	0	1
COCCn1cc(C(=O)c2ccccc2OCC(=O)Nc2cc(C)on2)cc(C#N)c1=O	8	-1	1	6	1	4	3	8	-1
CCOc1ccc(NC(=S)NS(=O)(=O)c2cc(Br)ccc2OCC)cc1	.	.	4	1	-1	5	0	.	-2
Cc1cc(-c2ccc(C)c(S(=O)(=O)NCCCN(Cc3ccccc3)C(C)C)c2)on1	1	2	1	-2	2	3	-3	7	0
Cc1cc(C)n(-c2ccc(C(=O)OCC(=O)Nc3ccc(S(N)(=O)=O)cc3)cc2)n1	5	-2	-3	.	.	.	.	7	-5
COC(=O)c1cn(CCOc2ccc(C)cc2)c2ccccc12	-1	-4	1	5	-4	-4	-3	8	7
COc1ccccc1/C=N/NC(=S)Nc1cccnc1	6	13	-3	4	6	3	1	4	-2
CCCNC(=O)c1nc(C)n(-c2cc(Cl)ccc2Cl)n1	8	5	1	-1	-3	-2	-5	5	2
Cc1ccc(-c2noc(COC(=O)c3ccco3)n2)cc1	7	22	-1	-3	.	.	1	12	5
Cc1cc2c(cc1C)-c1nnc(-c3ccc4ccccc4n3)n1C(C)(C)C2	.	.	0	8	2	4	2	.	-8
COc1ccccc1OCCNC(=O)c1cc(SC)ccc1Cl	4	-9	5	0	4	8	2	9	2
